High-throughput results (PubChem)
TLR4-MyD88 BLA = TLR4-MyD88 interaction inhibition in cells; HeLa CL3-4 TLR4/MyD88 BLA complementation, FRET ratio; O00206+Q99836; inhibition, % at 8.4 µM; 0.18% of 200,000 active; in the data active means inhibition above about 25%;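 further: 0% = vehicle and 100% = reference inhibitor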
Target sequence (O00206 whole entry, looked up): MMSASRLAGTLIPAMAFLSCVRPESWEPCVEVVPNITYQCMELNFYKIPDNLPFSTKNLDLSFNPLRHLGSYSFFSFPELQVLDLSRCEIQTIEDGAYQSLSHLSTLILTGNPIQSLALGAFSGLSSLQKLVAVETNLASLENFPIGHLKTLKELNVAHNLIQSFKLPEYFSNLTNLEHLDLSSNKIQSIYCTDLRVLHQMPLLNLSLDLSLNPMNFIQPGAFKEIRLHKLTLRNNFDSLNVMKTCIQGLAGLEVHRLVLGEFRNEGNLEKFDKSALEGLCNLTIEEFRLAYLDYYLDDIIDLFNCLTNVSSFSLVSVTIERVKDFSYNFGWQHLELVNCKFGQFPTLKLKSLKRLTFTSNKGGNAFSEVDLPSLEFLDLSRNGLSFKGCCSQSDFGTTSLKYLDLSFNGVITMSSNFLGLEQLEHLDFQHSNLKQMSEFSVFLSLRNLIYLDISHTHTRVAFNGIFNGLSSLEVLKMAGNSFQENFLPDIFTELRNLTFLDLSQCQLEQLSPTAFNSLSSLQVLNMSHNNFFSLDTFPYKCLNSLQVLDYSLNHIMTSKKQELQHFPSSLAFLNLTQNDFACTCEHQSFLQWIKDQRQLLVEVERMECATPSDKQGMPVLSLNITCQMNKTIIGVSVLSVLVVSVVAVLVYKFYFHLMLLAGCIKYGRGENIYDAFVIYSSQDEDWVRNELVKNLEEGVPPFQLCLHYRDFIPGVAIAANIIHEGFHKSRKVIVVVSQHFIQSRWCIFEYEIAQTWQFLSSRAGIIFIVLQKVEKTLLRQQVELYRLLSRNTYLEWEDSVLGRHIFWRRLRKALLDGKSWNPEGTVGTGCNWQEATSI
Target sequence (Q99836 whole entry, looked up): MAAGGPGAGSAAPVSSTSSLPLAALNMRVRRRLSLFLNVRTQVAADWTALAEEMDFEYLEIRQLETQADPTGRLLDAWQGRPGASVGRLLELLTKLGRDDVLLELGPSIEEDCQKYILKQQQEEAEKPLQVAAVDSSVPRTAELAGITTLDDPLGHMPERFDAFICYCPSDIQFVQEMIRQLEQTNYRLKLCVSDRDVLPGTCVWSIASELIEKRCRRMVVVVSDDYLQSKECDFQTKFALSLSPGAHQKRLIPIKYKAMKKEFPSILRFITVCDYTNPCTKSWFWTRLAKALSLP
Efa HMGR inh = E. faecalis class II HMG-CoA reductase inhibition. purified E. faecalis HMGR, NADPH absorbance 340 nm kinetic. inhibition, % at 10 µM. 0.41% of 190,000 active. AID 1066;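 active means inhibition above a set limit, the median over all tested compounds plus 3 SD, cut at about 9.5% in these data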;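 further: enzyme runs in reverse so mevalonate oxidation gives rising NADPH absorbance; 0% = complete reaction with DMSO and 100% = background rate lacking mevalonate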
STAT1 act = activators of IFN-gamma induced STAT1 signaling. 2.6% of 200,000 active. NIH 3T3 STAT1-luciferase reporter, luminescence; 100% = IFN-gamma alone, no compound. activation (% of control), % at 5.5 µM;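 active means activation above the screen-wide mean activation plus 3 SD, cut at about 130% in these data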;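 further: raw ratio to IFN-gamma control signal so 100% means no change and 0% no light; values of inactives mirror those of a sister screen read the other way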
NF-kB expr up = raises NF-kB expression in human neuronal cells. NF-kB reporter expression; hits give high values. fold change at 12.5 µM. 1.6% of 190,000 active. AID 1239; in the data active means fold change above about 3.3
STAT3 activator = activators of IL-6 induced STAT3 signaling; U3A cells, IL-6 STAT3-luciferase reporter, luminescence; 100% = signal with IL-6 EC80 alone; activation (% of control), % at 5.6 µM; 0.91% of 190,000 active; AID 871;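 active means activation above the screen-wide mean of compound activation plus 3 SD, cut at about 130% in these data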;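 further: 0% = background luminescence of wells with medium and substrate only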
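Material: human STAT1-deficient U3A cells with stable STAT3-luciferase reporter / Probe or stimulus: IL-6 stimulus at 33 ng/mL final / Schedule: 1 h compound pre-exposure, 6 h IL-6 stimulation, 37 °C / Technique: luminescence / Read-out basis: percent of IL-6-only median luminescence / Control set: IL-6-only high control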
DTT redox prof = compounds producing H2O2 with reducing agent – biochemical, NIH compound library profiling, artefact control for MLSCN library redox annotation, primary screen; AID 878; activation, % at 10 µM; DTT-dependent redox cycling H2O2, phenol red/HRP absorbance; 100% = 100 µM peroxide control, 0% = buffer; 0.03% of 200,000 active;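 active means activation of at least 50% relative to the plate's high and low controls in the primary single-dose screen; inactive means activation below 50%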;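 further: compound incubated with DTT at 0.8 mM final as the reducing agent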
APP 5'UTR act = APP 5'UTR luciferase reporter activation. 1% of 190,000 active. activation, % at 2 µM. SH-SY5Y APP 5'UTR luciferase reporter, luminescence; zero percent = DMSO vehicle wells;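 active means activation above a set limit, based on mean plus 3 SD of controls, cut at about 140% in these data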; further: values of inactives mirror those of a sister screen read the other way
STAT3 inh = reduces IL-6 driven STAT3 reporter signal; U3A cells, IL-6 STAT3-luciferase reporter, luminescence; host cell line lacks STAT1; inhibition, % at 5.5 µM; 0.89% of 190,000 active; AID 862;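 active means inhibition above the mean inhibition across all screened compounds plus 3 SD, cut at about 44% in these data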;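 further: 0% = DMSO only wells and 100% = 100 µM nifuroxazide control wells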
Hsp70 act = Hsp70 transcriptional activation, primary screen; HeLa Hsp70 promoter luciferase reporter, luminescence; scaled: vehicle 0, proteasome-inhibitor control 100%; activation, % at 10 µM; 0.04% of 200,000 active;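 active means activation above the mean across all tested compounds plus 3 SD, cutoff set per campaign, cut at about 5.5% in these data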;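 further: 100% = MG132 at 30 µM as the positive control and 0% = DMSO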
STAT1 blocker = reduces IFN-gamma driven STAT1 reporter signal. 0.35% of 200,000 active. NIH 3T3 STAT1-luciferase reporter, luminescence. inhibition, % at 5.5 µM. AID 920;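 active means inhibition above a set limit, the mean inhibition across all tested compounds plus 3 SD, cut at about 34% in these data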;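 further: 0% = IFN-gamma with DMSO and 100% = IFN-gamma with 300 µM nifuroxazide; values of inactives mirror those of a sister screen read the other way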
The depositor's hits bear a star; / = no result given.

SMILES	TLR4-MyD88 BLA	Efa HMGR inh	STAT1 act	NF-kB expr up	STAT3 activator	DTT redox prof	APP 5'UTR act	STAT3 inh	Hsp70 act	STAT1 blocker
CC(C)CCNC(=O)NC(=O)CSc1nnc(-c2ccccc2F)n1N	-7	-5	96	1	100	-2.6	9	4	-0.3	5
O=C(CSc1ccc2nnc(-c3ccc(Cl)cc3)n2n1)N1CCCc2ccccc21	2	-5	113	0.93	98	0.5	-17	5	-0.3	-15
Cc1cc(NC(=O)CSc2nnc(Cc3cccn3C)n2CCc2ccccc2)no1	5	5	101	1.1	101	-2.3	-10	-2	-0.5	0
Cc1nc2cc(NC(=O)N3c4ccccc4CC3C)ccc2o1 (configuration not stated)	3	2	146*	1.4	118	1.4	95	-18	0.5	-53
CCOC(=O)C1NN=C(C(=O)c2ccc(C)cc2)C1c1ccc(C)cc1 (configuration not stated)	-6	-2	105	0.9	104	0.3	1	-3	0.0	-6
Cc1ccc(S(=O)(=O)N(C)c2ccccc2C(=O)NC2CCCC2)cc1	13	0	99	0.98	103	-0.7	-4	-1	-0.3	2
O=S(=O)(Nc1ccc(O)cc1)c1cccc2cccnc12	4	3	105	1.2	95	-2.6	7	11	0.7	-6
COCCn1nnnc1SCC(=O)c1ccccc1	7	-3	108	1.2	101	0.5	20	5	-0.3	-8
Cc1nn(Cc2ccccc2)c(Cl)c1/C=C/C(=O)OCC(=O)N1CCCC1=O	-3	-4	98	7*	105	-1.4	22	-3	-0.2	0
COC(=O)c1ccc(CN2C(=O)NC3(CCCCC3C)C2=O)o1 (configuration not stated)	12	-6	102	1.3	105	-0.4	38	1	-0.2	-1
CCCn1cc(S(=O)(=O)CC(=O)NC2CCCCC2)c2ccccc21	-13	-8	103	1.1	106	0.4	-6	-4	-0.3	-3
CCC(=O)N(Cc1ccc2c(c1)OCO2)Cc1cc2cc(OC)ccc2[nH]c1=O	-5	-6	82	1	98	0.3	-11	7	-0.5	20
COc1ccc(C(C)=O)cc1CSc1nncn1C	-1	-2	96	1.1	96	-1.1	7	6	-0.3	5
CC(C)c1cc(C(C)C)c(S(=O)(=O)NNC(=O)c2ccncc2)c(C(C)C)c1	13	-2	95	1.1	100	-0.1	-1	-1	-0.4	5
FC(F)Sc1ccc(NC(=S)NCC2CCCCC2)cc1	8	5	109	1.1	102	0.1	23	2	-0.1	-10
Cc1ccc(N(CN2CCCC2=O)C(=O)c2ccc(C)c(C)c2)cc1	-1	0	89	1.1	94	-1.7	7	10	-0.2	12
Cc1nnc(SC(C(=O)Nc2cc(Cl)cc(Cl)c2)c2ccccc2)[nH]c1=O (configuration not stated)	9	3	96	1	101	-0.7	-15	0	0.7	2
Cc1ccc(/C=C/C2=Cc3c(sc(NC(=O)CSc4n[nH]c(N)n4)c3C#N)C(C)(C)C2)o1	7	2	91	1	110	2.8	2	-8	1.1	10
CC(C)CNC(=O)COC(=O)CCC(=O)c1cccs1	-4	-6	103	0.99	102	0.4	7	-8	-0.6	-3
Cc1nn(-c2cc(N(S(C)(=O)=O)S(C)(=O)=O)c(Cl)cc2Cl)c(=O)n1C	-3	-6	87	1.2	88	0.7	35	17	0.1	15

As entered above:
STAT3 inh result of Cc1ccc(/C=C/C2=Cc3c(sc(NC(=O)CSc4n[nH]c(N)n4)c3C#N)C(C)(C)C2)o1 → -8
STAT3 inh result of CC(C)c1cc(C(C)C)c(S(=O)(=O)NNC(=O)c2ccncc2)c(C(C)C)c1 → -1
TLR4-MyD88 BLA result of Cc1nn(-c2cc(N(S(C)(=O)=O)S(C)(=O)=O)c(Cl)cc2Cl)c(=O)n1C → -3
STAT1 blocker result of CCC(=O)N(Cc1ccc2c(c1)OCO2)Cc1cc2cc(OC)ccc2[nH]c1=O → 20

2 compounds from above, reduced to DTT redox prof, STAT3 inh and APP 5'UTR act.
Compound,DTT redox prof,STAT3 inh,APP 5'UTR act
Cc1ccc(S(=O)(=O)N(C)c2ccccc2C(=O)NC2CCCC2)cc1,-0.7,-1,-4
Cc1cc(NC(=O)CSc2nnc(Cc3cccn3C)n2CCc2ccccc2)no1,-2.3,-2,-10

Carrying on.
SMILES	TLR4-MyD88 BLA	Efa HMGR inh	STAT1 act	NF-kB expr up	STAT3 activator	DTT redox prof	APP 5'UTR act	STAT3 inh	Hsp70 act	STAT1 blocker
COC(=O)c1c(NC(=O)COC(=O)[C@@H](NS(=O)(=O)c2cccc(Cl)c2)C(C)C)sc2c1CCC2	8	-4	93	0.91	92	-0.6	13	17	-0.3	8
CCC(CC)N1CCN(CC2CC=CCC2)CC1 (configuration not stated)	6	-2	97	0.9	98	0.3	9	8	-0.1	5
COCCOC(=O)c1c(C)oc2ccc(NS(=O)(=O)c3cccs3)cc12	-5	7	96	1.3	89	0.8	5	21	-0.3	5
COCCn1c(COc2ccccc2)nnc1SCC(N)=O	-10	/	105	/	100	-0.2	3	10	-0.5	-5
NC(=O)c1ccc([N+](=O)[O-])cc1SCc1ccccc1	-12	-1	95	0.83	99	1.2	-6	5	-0.1	6
O=C(NC1CCCC1)C(c1ccc(F)cc1)N(Cc1ccc(Cl)cc1)C(=O)CCl (configuration not stated)	-1	-1	82	1.2	88	0.0	-3	12	-0.1	20
CCOc1ccccc1NC(=O)CSc1ccc([N+](=O)[O-])cc1	5	0	104	1.2	95	-1.9	5	9	0.0	-5
Cc1ccc(NC(=O)c2ccc3c(c2)[nH]c(=O)n3C(C)C)cc1	-7	-6	106	0.98	88	0.3	-4	18	0.2	-9
COc1cccc(NC(=O)c2ccn(C)n2)c1	5	-7	126	2	113	0.5	62	-12	0.4	-34
COC(=O)Cn1cc(C(=O)OC)c2ccccc21	-8	2	94	1.1	92	0.5	-6	15	0.0	6
COC(=O)C1CC(=O)N(c2ccc(C)cc2)C1 (configuration not stated)	8	5	105	1.1	94	0.5	6	11	-0.1	-7
Nc1nnc(SCCCC(=O)c2ccccc2)s1	0	-3	101	1.6	98	-0.1	7	1	-0.4	-1
CCc1cccc(C)c1NC(=O)c1ccccc1	-1	-2	93	1.2	97	-0.9	-8	5	-0.1	7
Cc1cccc(OCC(=O)Nc2ccccc2N2CCN(C(=O)C(C)C)CC2)c1C	-9	-8	99	0.7	106	2.8	13	-2	-0.3	1
COc1ccccc1-n1c(SCC(=O)NC(C)(C)C)nc(O)cc1=O	-28	-2	89	1.1	93	-1.2	13	12	-0.1	12
CC(=O)N1N=C(c2ccncc2)OC12CCCCC2	1	-4	95	0.89	106	0.1	3	-4	-0.4	6
O=C(NC(NC(=S)N1CCOCC1)C(Cl)(Cl)Cl)c1ccc(Cl)cc1 (configuration not stated)	-15	-1	98	0.84	98	-0.2	-10	-2	-0.5	2
CCCCn1c(=N)n(CCOc2ccc(C)cc2)c2ccccc21	18	0	87	1.1	96	-0.2	1	9	-0.2	15
Cc1ccc2c(CC(=O)NC3=NCCS3)coc2c1	1	3	106	1.2	93	0.0	7	10	-0.3	-6
COc1ccccc1CNc1ccc2nnc(CCNC(=O)c3ccccc3)n2n1	-4	-3	82	0.99	105	2.1	-1	-4	-0.2	18

One compound at a time, from the list above. Order of screens: TLR4-MyD88 BLA | Efa HMGR inh | STAT1 act | NF-kB expr up | STAT3 activator | DTT redox prof | APP 5'UTR act | STAT3 inh | Hsp70 act | STAT1 blocker
COc1ccccc1CNc1ccc2nnc(CCNC(=O)c3ccccc3)n2n1 in the list: -4 | -3 | 82 | 0.99 | 105 | 2.1 | -1 | -4 | -0.2 | 18
CCc1cccc(C)c1NC(=O)c1ccccc1 in the list: -1 | -2 | 93 | 1.2 | 97 | -0.9 | -8 | 5 | -0.1 | 7
O=C(NC(NC(=S)N1CCOCC1)C(Cl)(Cl)Cl)c1ccc(Cl)cc1 (configuration not stated) in the list: -15 | -1 | 98 | 0.84 | 98 | -0.2 | -10 | -2 | -0.5 | 2
CC(=O)N1N=C(c2ccncc2)OC12CCCCC2 in the list: 1 | -4 | 95 | 0.89 | 106 | 0.1 | 3 | -4 | -0.4 | 6

3 entries already listed, ordered by molar mass, highest first.
SMILES	TLR4-MyD88 BLA	Efa HMGR inh	STAT1 act	NF-kB expr up	STAT3 activator	DTT redox prof	APP 5'UTR act	STAT3 inh	Hsp70 act	STAT1 blocker
Cc1cccc(OCC(=O)Nc2ccccc2N2CCN(C(=O)C(C)C)CC2)c1C	-9	-8	99	0.7	106	2.8	13	-2	-0.3	1
CCCCn1c(=N)n(CCOc2ccc(C)cc2)c2ccccc21	18	0	87	1.1	96	-0.2	1	9	-0.2	15
COC(=O)C1CC(=O)N(c2ccc(C)cc2)C1 (configuration not stated)	8	5	105	1.1	94	0.5	6	11	-0.1	-7

Other entries follow.
SMILES	TLR4-MyD88 BLA	Efa HMGR inh	STAT1 act	NF-kB expr up	STAT3 activator	DTT redox prof	APP 5'UTR act	STAT3 inh	Hsp70 act	STAT1 blocker
CCC(NS(=O)(=O)c1cnn(CC)c1)c1ccccc1 (configuration not stated)	-6	-4	107	1.4	107	-1.8	9	-1	-0.4	-9
O=C(NCCc1nc2ccccc2[nH]1)/C(=C/c1ccco1)NC(=O)c1ccc(Br)o1	2	1	105	0.95	107	0.1	5	-6	-0.4	-5
Cc1ccc2cc(CN(Cc3ccco3)C(=O)c3cccs3)c(=O)[nH]c2c1	18	1	99	1.5	97	-0.4	/	6	-0.1	0
COc1cccc(C2C(C#N)=C(N)Oc3c2oc(CO)cc3=O)c1OC (configuration not stated)	4	-4	99	1.2	100	-1.8	7	4	-0.1	1
Cc1ccc(NC(=O)C2CCN(c3cnccn3)CC2)cc1	5	0	96	1.2	94	-1.0	1	8	-0.3	5
Cc1ccc(S(=O)(=O)Cc2ccc(C(=O)N3CCN(Cc4ccccc4)CC3)o2)cc1	3	3	108	0.99	109	-1.3	5	-11	0.0	-7
O=C(CS(=O)(=O)Cc1ccccc1)Nc1ccccn1	-10	-1	89	1.1	98	0.6	/	5	-0.2	12
CC(Sc1nncn1C)C(=O)Nc1cc(C(F)(F)F)ccc1N1CCOCC1 (configuration not stated)	-11	6	99	1	104	-0.3	-17	0	-0.2	1
O=C(c1ccc2c3c(cccc13)CC2)C1CCCN(Cc2cccnc2)C1 (configuration not stated)	-10	-3	102	0.88	93	-0.4	-15	15	0.2	-4
Nc1nnc(SCC(=O)c2ccccc2)s1	-7	-5	101	1.4	98	-1.5	19	6	-0.2	-1
CCc1ccc(CNC(=O)CCc2nnc(Cc3cccc(C(F)(F)F)c3)o2)nc1	-2	-4	96	0.91	94	-1.3	-4	11	-0.3	3
C(=C\c1ccco1)/C=N/n1cnnc1	2	-1	103	1	101	-0.1	8	4	-0.3	-5
